Statin myotox sup: suppressors of statin myotoxicity in C2C12 myotubes, primary screen, cell-based, single point, plate reader; C2C12 myotubes + simvastatin, ATP luminescence, 48 h; scaled: DMSO 0, geranylgeraniol control 100; 330,000 compounds, 0.78% hits; rescue of ATP level, % at 7.49 µM; AID 602340, 2012;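 active = mean ATP rescue above about 67%, or every replicate alone reaching that limit, limit read from the data, passing the limit was not always enough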;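 also: myotubes were challenged with 10 µM simvastatin during compound exposure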
SIRT5 block: SIRT5 desuccinylase inhibitors, primary screen, biochemical, fluorescence imaging, single point, set 5. 330,000 compounds, 1.1% hits. Purified SirT5, succinyl-peptide AMC, trypsin-coupled fluorescence. AID 652115, 2013. inhibition, % at 15 µM. NAD-dependent protein deacylase sirtuin-5, mitochondrial (Homo sapiens), Q9NXA8; in the data active = inhibition above about 15%
Target sequence (Q9NXA8 whole entry, looked up): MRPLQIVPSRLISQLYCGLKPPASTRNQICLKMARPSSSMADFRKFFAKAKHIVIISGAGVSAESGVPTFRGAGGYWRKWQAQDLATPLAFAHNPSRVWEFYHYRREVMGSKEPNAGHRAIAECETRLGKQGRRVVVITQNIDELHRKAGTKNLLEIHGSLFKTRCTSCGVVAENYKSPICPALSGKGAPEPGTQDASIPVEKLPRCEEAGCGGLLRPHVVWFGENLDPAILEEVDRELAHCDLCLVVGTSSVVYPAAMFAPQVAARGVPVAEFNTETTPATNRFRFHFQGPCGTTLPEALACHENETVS
Cneo AK release: Cryptococcus neoformans cell lysis inducers, primary screen, AK release luminescence, single concentration | lysis activity, % at 15 µM | C. neoformans lysis, adenylate kinase release luminescence, 4 h; normalised: neutral wells 0, clomiphene wells 100 | 360,000 compounds, 0.2% hits;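 active = mean lysis activity across replicates of at least 80%, whatever share of replicates individually reach that level; inactive = mean lysis activity below 80%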
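read-out = cell lysis signal | test system = log-phase Cryptococcus neoformans yeast cells | input = cells at 5 × 10^6 per mL | medium = fresh YPD growth medium | signal = luminescent adenylate kinase detection reagent | timing = 4 h at 37 °C static, read 1 h later | dosing = single dose | controls = Clomiphene as positive lysis control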
miR122 inh: miR-122 Renilla sensor signal increase in Huh7, primary screen, miR-122 inhibitor project, cell-based, single point, plate reader | Huh7 miR-122 Renilla luciferase sensor, 48 h; neutral wells = 0, positive control = 100 | 340,000 compounds, 0.3% hits | activation (reporter increase), % at 12.5 µM;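 active = mean replicate activation score at least 90 and every replicate individually at or above 90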;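 also: higher luciferase means less miR-122 activity so hits act as miR-122 inhibitors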
ARNT-TACC3 inh: disruptors of ARNT/TACC3 protein interaction, primary screen, biochemical, AlphaScreen, single concentration | AlphaScreen His-ARNT PAS-B/GST-TACC3 binding, luminescence; TACC3 fragment carries E629A point mutation | inhibition, % at 9.99 µM | 390,000 compounds, 0.66% hits | AID 623870, 2012;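 active = mean inhibition of replicates at least 50% and at least half of replicates each reaching 50%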;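 also: 0% = complete ARNT plus TACC3 wells and 100% = ARNT alone without TACC3; many hits fall short of the cut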
ERp5 block: inhibitors of ERp5-driven insulin aggregation, primary screen, biochemical, turbidity, absorbance 650 nm, single point; 90 min; inhibition, % at 9.99 µM; 350,000 compounds, 0.05% hits; AID 651711, 2012;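 active = mean replicate inhibition above about 25%, with every replicate also reaching it, limit read from the data, passing the limit was not always enough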
Target sequence (Q15084 whole entry, looked up): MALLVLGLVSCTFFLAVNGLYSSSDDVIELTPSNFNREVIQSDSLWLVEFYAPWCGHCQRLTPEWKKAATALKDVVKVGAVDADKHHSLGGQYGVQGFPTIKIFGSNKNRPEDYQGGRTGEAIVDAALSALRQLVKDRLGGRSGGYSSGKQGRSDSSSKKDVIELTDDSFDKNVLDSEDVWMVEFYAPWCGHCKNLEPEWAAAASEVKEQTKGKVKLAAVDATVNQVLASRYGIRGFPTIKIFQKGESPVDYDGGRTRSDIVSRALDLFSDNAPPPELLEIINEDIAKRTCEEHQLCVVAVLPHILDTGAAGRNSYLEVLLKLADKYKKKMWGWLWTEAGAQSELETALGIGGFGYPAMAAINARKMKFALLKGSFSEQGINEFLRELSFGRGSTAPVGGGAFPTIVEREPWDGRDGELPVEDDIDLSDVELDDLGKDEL
esBAF inh: Bmi1 luciferase reporter increase in mESCs, primary screen, esBAF inhibitor project, mouse ES cells, Bmi1 luciferase knock-in, single point; 24 h; 100% = twice the neutral-well signal; reporter increase, % at 12.5 µM; 350,000 compounds, 2% hits; AID 602393, 2012; in the data active = activation above about 40%;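 also: 0% = median of the plate's neutral control wells and 100% = double that signal; a rise in the Bmi1 reporter signal indicates esBAF inhibition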
* hit, by the source's call; nt = not tested or not shown; [ ] = another dose, or the depositor's remark.

SMILES	Statin myotox sup	SIRT5 block	Cneo AK release	miR122 inh	ARNT-TACC3 inh	ERp5 block	esBAF inh
Cc1cnc(C(=O)OCC(=O)NCc2cccc(Cl)c2)cn1	1	-3	-1	-7	7	nt	1
CCOC(=O)c1c(CSc2ccccc2)n(C)c2ccc(O)c(CN3CCN(C)CC3)c12	4	-1	nt	2	13	-2	-6
CC(C)(O)C#Cc1ccc([C@H]2[C@H]3CN(Cc4ccccc4F)CCCCN3[C@H]2CO)cc1	2	2	-2	-5[16.7 µM]	31	0	-4
CCOC(=O)C1=C(C)Nc2nc(C)nn2C1c1cc(OC)ccc1OC (configuration not stated)	2	nt	5	-1	-2	5	-3
COc1ccccc1NC(=O)N1C[C@H](O)COC[C@@H]2O[C@@H](CC(=O)NCCc3ccccc3)CC[C@H]21	-8	-5	-2	-4[16.7 µM]	-14	-18	-5
CC(=O)c1ccc2cc3c(cc2c1)OCO3	nt	-4	-2	nt	nt	1	nt
CCN(CC)C(=O)/C(=C/c1ccc2c(c1)OCO2)NC(=O)c1ccc(Br)cc1	nt	3	nt	nt	13	-1	nt
Cc1cccc(Cc2c(C)nc3nc(SCC(=O)NCc4ccco4)nn3c2C)c1	nt	nt	2	6	-2	nt	nt
CCOC(=O)C1(CC2CCCCO2)CCN(C(=O)Nc2ccccc2CC)CC1 (configuration not stated)	nt	4	nt	nt	-1	-3	nt
CN(CC(=O)Nc1ccc(F)cc1)C(=O)c1cccc(S(=O)(=O)N2CCN(c3ccccc3)CC2)c1	-5	3	4	nt	14	6	3
CCc1cc2c(=O)n(-c3ccccc3)cnc2s1	nt	nt	-1	3	-2	nt	21
CC(C)n1cnc2c(Nc3cccc(F)c3)nc(NCCO)nc21	-24	4	1	12	7	-5	17
CCC(=O)NCCc1nc2ccccc2n1Cc1ccccc1	124*	nt	nt	-4	-8	nt	-3
CCc1c(C(=O)NCc2ccc3c(c2)OCO3)[nH]c(C)c1C(C)=O	2	nt	1	-4	2	nt	3
O=C(COC(=O)c1cncc(Br)c1)NCC1CCCO1 (configuration not stated)	-3	nt	2	0	-7	nt	-2
O=C(C[C@@H]1C=C[C@@H](NS(=O)(=O)c2cccc(F)c2)[C@H](CO)O1)N1CCCCC1	2	9	7	nt	nt	-7	-2
O=C(Nc1ccccc1)C1(c2ccccc2)CC1(Cl)Cl (configuration not stated)	nt	nt	2	2	2	nt	nt
COc1ccccc1NC(=O)c1cc(Cl)ccc1NC(=O)c1ccco1	13	nt	0	8	-2	nt	-4
COc1cccc(/C=C2/Sc3ccc(C(=O)NCCCN4CCCC4)cc3NC2=O)c1	-9	0	2	-8	1	6	-6
COc1ccc(/C=C2\SC(=O)N(CCC(=O)N3CCN(C)CC3)C2=O)cc1	8	3	-3	-3	0	-3	-5
Cc1nnc(SCC(=O)NCc2ccc3c(c2)OCO3)[nH]c1=O	13	nt	nt	-9	-3	nt	-5
COC(=O)CSc1nnc2n1C(C)(C)Cc1ccccc1-2	8	nt	3	-3	3	nt	9
CCCCn1c(N)c(N2CCOCC2)c(=O)n(CC(=O)NC(C)c2ccccc2)c1=O (configuration not stated)	nt	4	nt	nt	-10	3	nt
Cc1ccc2c3c([nH]c2c1C)-c1nonc1CC3	17	nt	-3	-4	1	nt	55*
Cc1c(C(=O)N2CCCC(C)C2)sc2ncnc(N3CCCCC3C)c12 (configuration not stated)	-6	1	-6	5	nt	1	2
Carrying on:
SMILES	Statin myotox sup	SIRT5 block	Cneo AK release	miR122 inh	ARNT-TACC3 inh	ERp5 block	esBAF inh
O=c1c2ccccc2ccc2ccc(P(=O)(O)O)cc12	13	nt	0	1	-10	-1	2
Cn1c(SCc2ccc(Br)cc2)nnc1-c1ccncc1	9	-3	0	-6	-4	2	-6
Cc1ccc(CN=Cc2[nH]c3ccc(Br)c(Cl)c3c2O)cc1	14	-2	nt	-1	5	-7	5
O=C(Cn1nc(-c2ccccc2)c2ccccc2c1=O)Nc1cccnc1	nt	nt	nt	-3	0	nt	4
CCCOc1ccc(OC(=O)c2ccc(Br)o2)cc1	-4	nt	-1	-11	-4	nt	-7
CCSc1ncc(Cl)c(C(=O)Nc2cc(C)ccc2C)n1	nt	-2	nt	nt	-40	4	nt
Cn1c(N)c(C(=O)COC(=O)/C=C/c2cccc(Cl)c2)c(=O)n(C)c1=O	nt	4	nt	nt	0	-9	nt
Cc1cc(N)n2ncc(-c3ccc(Cl)cc3)c2n1	nt	nt	-4	-1	-1	nt	nt
S=c1[nH]nc(-c2ccccc2)n1/N=C/c1cccc(Br)c1	2	-1	4	6	0	6	-5
CN(C)C(=O)c1cccc(-c2ccc3c(c2)[C@H]2[C@H](CCN2S(=O)(=O)c2cn(C)cn2)[C@H](CO)N3)c1	-8	-3	9	-4[16.7 µM]	3	4	-3
O=C(c1ccccc1)[C@@H]1[C@@H]2C(=O)N(c3ccc(F)cc3)C(=O)[C@@H]2C2CCCN21 (some centres not stated)	nt	-1	nt	nt	2	4	nt
O=C(C[C@H]1CC[C@@H](NS(=O)(=O)c2ccccc2F)[C@H](CO)O1)NCCCN1CCOCC1	4	3	0	4[16.7 µM]	-2	-2	-2
COc1ccccc1C#Cc1ccc([C@@H]2[C@@H](C#N)N(C(=O)C3CCC3)[C@H]2CO)cc1	21	2	5	nt	7	2	12
CC1CCCCN1S(=O)(=O)c1ccc(C(=O)Nc2nnc(C3=COCCO3)o2)cc1 (configuration not stated)	4	2	-2	-2	32	-3	6
C=CCNC(=O)C1CCC(CNc2nc(=S)[nH]c3ccccc23)CC1 (configuration not stated)	20	-2	15	nt	nt	-1	-1
CCOC(=O)C1=C(O)/C(=C\c2ccc(CNC(=O)C(=O)Nc3ccccc3)o2)N=C1C	1	nt	2	2	9	nt	20
O=C(Nc1ccc(NC(=O)c2ccccc2F)cn1)c1ccco1	-17	4	9	-8	1	-2	-44
O=C(COC(=O)c1ccc(N2CCCC2=O)cc1)c1ccc(OC(F)F)cc1	-1	-2	5	nt	-11	-1	1
CC(C)NC(=O)Nc1ccc2c(c1)C(=O)N([C@@H](C)CO)C[C@H](C)[C@H](CN(C)C(=O)NC(C)C)OCCCC[C@@H](C)O2	nt	24*	0	2[16.7 µM]	2	5	nt
COCC(=O)N(C)C[C@H]1Oc2cc(-c3ccccc3)ccc2S(=O)(=O)N([C@@H](C)CO)C[C@@H]1C	-2	-4	-1	9[16.7 µM]	12	6	1
O=C(O)c1cc(-c2ccc(Cl)s2)nc2ccccc12	nt	-10	nt	nt	-2	3	nt
O=S(=O)(Nc1ncccn1)c1ccc(NC(=S)N2CCN(c3cccc(C(F)(F)F)c3)CC2)cc1	nt	2	-1	0	-7	4	nt
O=C(COC(=O)c1ccc2ncsc2c1)NCc1cccc(Cl)c1	-7	-2	-2	nt	nt	4	33
CCCCCCOC(=O)CCc1c(C)nc(N)[nH]c1=O	98*	nt	1	-1	-5	nt	-6
COc1cc(/C=C/C(=O)OCC(=O)NC(=O)C2COc3ccccc3O2)ccc1OC(F)F (configuration not stated)	5	-3	0	0	-4	4	-8

Rewritten with values under each structure: part of the list above.
Order of results – Statin myotox sup | SIRT5 block | Cneo AK release | miR122 inh | ARNT-TACC3 inh | ERp5 block | esBAF inh
Cn1c(N)c(C(=O)COC(=O)/C=C/c2cccc(Cl)c2)c(=O)n(C)c1=O
 : nt | 4 | nt | nt | 0 | -9 | nt
Cn1c(SCc2ccc(Br)cc2)nnc1-c1ccncc1
 : 9 | -3 | 0 | -6 | -4 | 2 | -6

The list continues:
SMILES	Statin myotox sup	SIRT5 block	Cneo AK release	miR122 inh	ARNT-TACC3 inh	ERp5 block	esBAF inh
Fc1ccc(-c2cc(C(F)(F)F)n3ncnc3n2)cc1	nt	-5	nt	nt	12	5	nt
CC12CCC(C(=O)NNc3ccccc3)(OC1=O)C2(C)C (configuration not stated)	6	1	2	6	-8	3	-5
O=C1CCN(CCc2ccccc2)CCN1[C@H](COc1ccccc1)c1ccccc1	-3	nt	5	5	5	-3	-2
Cc1ccc2cc(C#N)c(SCC(=O)N3CCCc4ccccc43)nc2c1C	nt	-3	nt	nt	-2	2	nt
CC(=O)N1CCOc2ccc(S(=O)(=O)NCCc3ccc(S(N)(=O)=O)cc3)cc21	5	-3	0	13	-22	-1	3
CC(=O)Nc1ccc(NC(=O)CCCNC(=O)c2ccc(Cl)cc2)cc1	2	7	0	-2	-3	-5	-11
CCOC(=O)C1=C(C)N=C2c3ccccc3C(=O)C2C1c1ccccc1 (configuration not stated)	nt	nt	0	6	-2	nt	-1

Marked active in SIRT5 block, among the entries above:
structure	SIRT5 block	miR122 inh	ARNT-TACC3 inh	ERp5 block	esBAF inh
CC(C)NC(=O)Nc1ccc2c(c1)C(=O)N([C@@H](C)CO)C[C@H](C)[C@H](CN(C)C(=O)NC(C)C)OCCCC[C@@H](C)O2	24*	2[16.7 µM]	2	5	nt

Compound profiles, as listed above. Order of values: Statin myotox sup | SIRT5 block | Cneo AK release | miR122 inh | ARNT-TACC3 inh | ERp5 block | esBAF inh
CC(=O)Nc1ccc(NC(=O)CCCNC(=O)c2ccc(Cl)cc2)cc1 as listed: 2 | 7 | 0 | -2 | -3 | -5 | -11
CC(=O)N1CCOc2ccc(S(=O)(=O)NCCc3ccc(S(N)(=O)=O)cc3)cc21 as listed: 5 | -3 | 0 | 13 | -22 | -1 | 3
Fc1ccc(-c2cc(C(F)(F)F)n3ncnc3n2)cc1 as listed: nt | -5 | nt | nt | 12 | 5 | nt
CCOC(=O)C1=C(C)N=C2c3ccccc3C(=O)C2C1c1ccccc1 (configuration not stated) as listed: nt | nt | 0 | 6 | -2 | nt | -1
Cc1ccc2cc(C#N)c(SCC(=O)N3CCCc4ccccc43)nc2c1C as listed: nt | -3 | nt | nt | -2 | 2 | nt

Given with each value named: entries from further up.
CCOC(=O)C1=C(C)N=C2c3ccccc3C(=O)C2C1c1ccccc1 (configuration not stated)
  Statin myotox sup: nt; SIRT5 block: nt; Cneo AK release: 0; miR122 inh: 6; ARNT-TACC3 inh: -2; ERp5 block: nt; esBAF inh: -1
CN(CC(=O)Nc1ccc(F)cc1)C(=O)c1cccc(S(=O)(=O)N2CCN(c3ccccc3)CC2)c1
  Statin myotox sup: -5; SIRT5 block: 3; Cneo AK release: 4; miR122 inh: nt; ARNT-TACC3 inh: 14; ERp5 block: 6; esBAF inh: 3
Cc1ccc(CN=Cc2[nH]c3ccc(Br)c(Cl)c3c2O)cc1
  Statin myotox sup: 14; SIRT5 block: -2; Cneo AK release: nt; miR122 inh: -1; ARNT-TACC3 inh: 5; ERp5 block: -7; esBAF inh: 5
CCOC(=O)C1=C(C)Nc2nc(C)nn2C1c1cc(OC)ccc1OC (configuration not stated)
  Statin myotox sup: 2; SIRT5 block: nt; Cneo AK release: 5; miR122 inh: -1; ARNT-TACC3 inh: -2; ERp5 block: 5; esBAF inh: -3

Assay outcomes from PubChem BioAssay.
